Myeloid diff MLP: myeloid differentiation induction | ER-HoxA9 myeloid progenitors, lysozyme-GFP differentiation, flow cytometry | calls only at 10 µM | 1% of 360,000 active;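 active means normalized GFP-positive differentiation at or above the plate's own cutoff, the solvent-only control mean plus 3 SD; inconclusive means no clear call, values can overlap the other calls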;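 further: cells exposed to compound for four days before flow analysis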
Myeloid diff MLP GFP+ MAC1+ %: second read-out of Myeloid diff MLP, no call of its own (marks repeat the call); GFP+ MAC1+ double positive, %; measured here: differentiation confirmed by MAC1 staining
An asterisk follows results filed as active; i = inactive; u = inconclusive; x = not tested or not shown; & = joins results of further samples. Not all compounds are listed; rates above refer to the full screens.

canonical_smiles | Myeloid diff MLP | Myeloid diff MLP GFP+ MAC1+ %
CN(C)CCCn1c2c(c(SCC(=O)Nc3nccs3)nc1=O)CCC2 | i | 1.0
CCCn1c(Cc2ccccc2)nnc1SC(C)C(=O)NC1CC1 (stereo not given) | i | 0.2
CCCCn1c(N)c(N(CCOC)C(=O)c2cccc(S(=O)(=O)N3CCCCC3)c2)c(=O)[nH]c1=O | i | 0.5
O=C(Nc1ccccc1)c1cc(S(=O)(=O)N2CCCCC2)ccc1N1CCOCC1 | i | 0.4
NC(=O)C1(N2CCCCC2)CCN(C(=O)c2cc(COc3c(F)cccc3F)on2)CC1 | i | 0.9
O=C(O)CSCC(=O)Nc1ccccc1 | i | 0.4
CCn1c(O)c(N=NC(=O)CNC(=O)c2cccnc2)c2ccccc21 | i | 0.8
O=C(NCc1ccccc1)c1onc(CSc2ccc(F)c(F)c2)c1C(=O)NCc1ccccc1 | i | 1.0
CCCn1c(N)c(N(CCOC)C(=O)COC(=O)c2ccccc2NCCO)c(=O)[nH]c1=O | i | 0.8
O=C(Nc1ccc(Cl)cc1)C1Cc2c(-c3cccc(F)c3)ccnc2O1 (stereo not given) | i | 0.5
Cc1ccc(S(=O)(=O)Nc2ccc(Nc3nccn4c(-c5ccccc5Oc5ccccc5)cnc34)cc2)cc1 | i | 1.0
O=c1c2ccccc2nc(/C=C/c2cc(Br)ccc2O)n1CCO | i | 0.5
COc1ccc(CCNC(=O)c2c(O)c3cc(OC)c(OC)cc3[nH]c2=O)cc1OC | i | 1.7
NC(=O)c1ccc(SCC(=O)OCC(=O)N2CCCC2=O)c([N+](=O)[O-])c1 | i | 1.0
O=c1[nH]c2cc([N+](=O)[O-])ccc2c2ccc([N+](=O)[O-])cc12 | u | x
CC(C)=CCc1cc([C@@H]2CC(=O)c3ccc(O)c(CC=C(C)C)c3O2)ccc1O | i | 1.3
Cc1cc(C)c(NC(=O)COC(=O)c2ccncc2)c(C)c1 | i | 0.7
CCC(CO)Oc1cc(NC(=O)c2ccc(OC)cc2)c2ncn(C(C)C)c2c1 (stereo not given) | i | 1.6
CC(/C=N/O)Cc1ccc2c(c1)OCO2 (stereo not given) | i | 0.7
CCc1ccc(-n2c(SCC(=O)NC3CCS(=O)(=O)C3)nc3ccccc3c2=O)cc1 (stereo not given) | i | 1.3
CCNC(=O)C1(C)CCN(C(=O)c2cc(F)cc(F)c2)C1 (stereo not given) | i | 0.4
O=C(c1cn(-c2ccccc2)nc1-c1cccnc1)N1CCCC(C(F)(F)F)C1 (stereo not given) | i | 0.8
Oc1ccc(C[C@H]2CN([C@@H](Cc3ccc(O)cc3)CN3CCC[C@@H]3CN3C(=S)NC[C@@H]3Cc3ccccc3)C(=S)N2CC2CCCCCC2)cc1 | i | 1.0
CC(OC(=O)Cc1ccsc1)C(=O)Nc1ccc(C(N)=O)cc1 (stereo not given) | i | 0.6
Nc1nc2c(nc(Br)n2[C@@H]2O[C@@H]3COP(=O)(O)O[C@H]3[C@H]2O)c(=O)[nH]1 | i | 2.2
CN(CC(=O)Nc1ccc(F)cc1)C(=O)CSc1ccc2c(c1)OCCO2 | i | 0.8
O=C(COC(=O)C1CCC1)c1c[nH]c2ccccc12 | i | 0.7
Cc1cccnc1NC(=O)CNC(=O)c1ccccc1 | i | 0.8
CC[C@@]1(C(=O)OC)N[C@H](CN(C)C(=O)NC(C)C)[C@@H]2C(=O)N(C)C(=O)[C@@H]21 | i | 2.2
COc1ccc2cc3[n+](cc2c1O)CCc1cc2c(cc1-3)OCO2 | i | 1.2
CCn1c(C)cc(C(=O)CSc2nnc(C3CC3)n2C2CC2)c1C | i | 1.4
CCCCCCSc1cccc(-c2nc3ccccn3c2NCc2ccccc2)c1 | i | 0.5&1.7

Reprinted from the part before: 4 compounds, followed by the next part.
canonical_smiles | Myeloid diff MLP | Myeloid diff MLP GFP+ MAC1+ %
CC[C@@]1(C(=O)OC)N[C@H](CN(C)C(=O)NC(C)C)[C@@H]2C(=O)N(C)C(=O)[C@@H]21 | i | 2.2
COc1ccc2cc3[n+](cc2c1O)CCc1cc2c(cc1-3)OCO2 | i | 1.2
CCn1c(C)cc(C(=O)CSc2nnc(C3CC3)n2C2CC2)c1C | i | 1.4
CCCCCCSc1cccc(-c2nc3ccccn3c2NCc2ccccc2)c1 | i | 0.5&1.7
c1ccc(-c2ccc3[nH]ccc3c2)cc1 | i | 1.6
CCc1cccc(NC(=O)CCc2nc3sc4c(c3c(=O)[nH]2)CCCC4)c1 | i | 0.8
CN(C(=O)Nc1ccc(F)cc1)[C@H]1C[C@H]2c3[nH]c4ccccc4c3CCN2C(=O)[C@H]1CO | i | 1.3
COc1ccccc1C=NN=Cc1ccccc1OC | i | 0.2
COc1ccc(NC(=O)CN2C(=O)NC3(CCCCC3C)C2=O)cc1OC (stereo not given) | i | 1.6
COc1ccc(S(=O)(=O)NC(=O)C2(C)CCN2C(=O)Cc2ccccc2Cl)cc1OC (stereo not given) | i | 1.3
Cc1cc2c(cc1C)N(C(=O)CCl)CCN2C(=O)CCl | i | 1.9
CS(=O)(=O)c1ccc(Cl)c(NC(=O)CN2CCN(S(=O)(=O)/C=C/c3ccccc3)CC2)c1 | i | 0.4
O=C(CC1(CC(=O)N2CCOCC2)CCCC1)Nc1ccc(F)cc1 | i | 1.0
CC1CCCCC1NC(=O)c1ccco1 (stereo not given) | i | 1.2
c1ccc(NCCSc2nc3ccccc3s2)cc1 | i | 0.9
CC(CN(C)C)CN1c2ccccc2Sc2ccccc21 (stereo not given) | i | 3.9
COc1ccc(CCN(C)C(=O)c2oc3ccccc3c2C)cc1OC | i | 0.5
COc1ccc(C(=O)NC(=O)COC(=O)CCS(=O)(=O)c2ccc(C)cc2)cc1 | i | 1.5
O=C(CCCOc1ccccc1)Nc1cccc(S(=O)(=O)N2CCOCC2)c1 | i | 0.6
CCn1c(C)nnc1SCC(=O)Nc1ccc(OC)cc1 | i | 0.8
CC1(C(=O)NCc2ccco2)Cc2c(-c3ccc(C(N)=O)cc3)ccnc2O1 (stereo not given) | i | 1.5
CC1CC(C)CN(C(=O)COC(=O)c2ccc([N+](=O)[O-])o2)C1 (stereo not given) | i | 1.6
CC(C)(C)OC(=O)NCCCC[C@@H](C(=O)NCCCCCCCCCCC(=O)N1CCN(C(=O)OC(C)(C)C)CC1)n1cc(CCCC(=O)O)nn1 | i | 1.2
Cc1ccn2c(=O)nc(SCC(=O)Nc3cc(C)on3)nc2c1 | i | 0.8
Cc1ccc(S(=O)(=O)NC(=O)NCc2ccco2)cc1 | i | 1.0
Cc1ccc(NC(=O)CN(C)C(=O)Cn2c(=O)oc3ccccc32)cc1 | i | 0.9
COc1ccccc1N1CCN(C(=O)C2CCCN(S(=O)(=O)c3ccc(C)cc3)C2)CC1 (stereo not given) | i | 1.2
Cc1nn(-c2ccccc2)c(C)c1C(=O)OC(C)C(=O)NC1CCCCC1C (stereo not given) | i | 0.2

Profiles from above. Order of screens: Myeloid diff MLP	Myeloid diff MLP GFP+ MAC1+ %
CC(C)(C)OC(=O)NCCCC[C@@H](C(=O)NCCCCCCCCCCC(=O)N1CCN(C(=O)OC(C)(C)C)CC1)n1cc(CCCC(=O)O)nn1 in the list: i	1.2
Cc1ccc(NC(=O)CN(C)C(=O)Cn2c(=O)oc3ccccc32)cc1 in the list: i	0.9
COc1ccccc1N1CCN(C(=O)C2CCCN(S(=O)(=O)c3ccc(C)cc3)C2)CC1 (stereo not given) in the list: i	1.2

The results go on:
canonical_smiles | Myeloid diff MLP | Myeloid diff MLP GFP+ MAC1+ %
Cc1cc2nc(-c3ccc(F)cc3)c(Cc3cccc(Cl)c3)n2c(C)c1Br | i | 0.7
CN(Cc1nc2ccccc2c(=O)[nH]1)C(=O)c1ccc(NC(=O)CSc2nnnn2C)cc1 | i | 1.6
CCOc1ccccc1C(=O)NC(C)CCc1ccccc1 (stereo not given) | i | 0.8
CCC1(c2ccccc2)SC(N)=NC1=O (stereo not given) | i | 1.0
CCN(c1ccc(NC(=O)COC(=O)c2ccc([N+](=O)[O-])o2)cc1)C(C)C | i | 0.7
O=C(NCc1ccccc1)C(C1CC1)n1c(Cc2cc(F)cc(F)c2)nc2ccccc21 (stereo not given) | i | 2.2
O=C1CCC/C=C\C[C@@H](CC(=O)N(CCO)Cc2ccccc2)C(=O)N2CCC[C@H]2CO1 | i | 1.6
COc1ccc(NC(=O)c2ccc(NC(=O)CN3CCN(c4ccccc4OC)CC3)cc2)cc1 | i | 0.6
CCCCn1c(N)c(N(CCOC)C(=O)CC2CCCCC2)c(=O)[nH]c1=O | i | 0.6
COc1cc(SC)ccc1C(=O)N(CC(=O)Nc1ccccc1Br)Cc1ccco1 | i | 0.8
COc1ccc2oc(C(=O)OCC(=O)NC3CCCCC3)c(C)c2c1 | i | 0.8
c1ccc(CCNc2cc(-c3ccc4ccccc4c3)nc3ccnn23)nc1 | i | 1.5
CC(=O)N1CCN(C(=O)CNC(=O)c2ccc(C)s2)CC1 | i | 0.8
Nc1ncnc2c1ncn2[C@@H]1O[C@H](CNC(=O)[C@@H](N)CO)[C@@H](O)[C@H]1O | i | 0.2
O=C(Cc1ccccc1[N+](=O)[O-])OCC(=O)c1c[nH]c2ccccc12 | i | 1.2
COc1ccccc1OCCC(=O)NNC(=O)c1ccccc1F | i | 0.0
Cc1csc(SCC(=O)NC(C)C2CC3CCC2C3)n1 (stereo not given) | i | 0.5
CCCn1nc(C(=O)Nc2ccc3nc(N4CCOCC4)sc3c2)ccc1=O | i | 0.9
Cc1ccc(C)c(SCC(=O)Nc2cc(S(=O)(=O)N3CCOCC3)ccc2C)c1 | i | 0.5
Cc1ccc(S(=O)(=O)NN=Cc2ccccc2Cl)cc1 | i | 1.2
COc1ccc2ccc3cccc[n+]3c2c1 | u | x
COc1ccc(S(=O)(=O)Nc2ccc3c(c2)CC(=O)N([C@H](C)CO)C[C@H](C)[C@H](CN(C)C(=O)Nc2ccc4c(c2)OCO4)O3)cc1 | i | 2.3
COc1ccccc1C(=O)NCC(=O)N1CCN(S(=O)(=O)c2ccccc2C(F)(F)F)CC1 | i | 0.4
NC(=O)c1ccccc1NC(=O)C(c1ccccc1)c1ccccc1 | i | 0.8
COc1ccc(NC(=O)N(O)C2(C#N)CCCCC2)cc1 | i | 0.9
O=C(CC1C(=O)Nc2ccccc2N1CC(=O)N1CCCC1)Nc1ccc(Br)cc1 (stereo not given) | i | 1.7
CS(=O)(=O)c1ccc(-c2nnc(NC(=O)C3=COCCO3)o2)cc1 | i | 1.8
CC1CN(S(=O)(=O)c2cccc(C(=O)NCCc3ccc(S(N)(=O)=O)cc3)c2)CC(C)O1 (stereo not given) | i | 1.2
CCOC(=O)C1CCCN(C(=O)c2ccc(C(F)(F)F)nc2C)CC1 (stereo not given) | i | 0.9
c1cnc(NCCSSCCNc2ncccn2)nc1 | i | 0.4
COC(=O)c1ccc2cc(C)cc(C)c2n1 | i | 0.3
CC(Cc1ccccc1)N1CCCC1=O (stereo not given) | i | 0.9
COc1ccc(CN2C(=O)CN(S(C)(=O)=O)CC2(C)C(=O)Nc2ccc3c(c2)OCCO3)cc1OC (stereo not given) | i | 2.9
COc1ccccc1NS(=O)(=O)c1ccc(C)c(C(=O)NCC(c2ccco2)N(C)C)c1 (stereo not given) | i | 1.4
COc1ccc(NC(=O)CSCC(=O)Nc2ccc(S(=O)(=O)N3CCOCC3)cc2)cc1 | i | 1.1
Cc1oc(-c2cccs2)cc1C(=O)N1CCC(C)(C(=O)NS(=O)(=O)C2CC2)C1 (stereo not given) | i | 0.7
N=c1c(S(=O)(=O)c2ccccc2)cc2c(=O)n3ccccc3nc2n1C1CCCCC1 | i | 0.9
CCN1Cc2ccccc2-c2ccccc2S1(=O)=O | i | 0.7
CCC(C)CN1C(=O)CN(S(C)(=O)=O)CC1(C)C(=O)NCc1ccccc1 (stereo not given) | i | 1.4
Cc1ccc(NC(=O)c2ccc(Cl)c(S(=O)(=O)N3CCCC3)c2)nc1 | i | 0.2
O=C(COC(=O)c1ccc([N+](=O)[O-])o1)NCCCc1ccccc1 | i | 0.8
CCC(=O)N1CCC(C)(C(=O)Nc2ccc3c(c2)OCO3)C1 (stereo not given) | i | 2.6
CN(C)C(CNC(=O)c1ccccc1OCc1ccc(Cl)cc1)c1ccco1 (stereo not given) | i | 0.5
O=C(COc1ccc(Cl)cc1)Nc1ccc(CN2CCOCC2)cc1 | i | 0.9
CC(=O)Nc1ccc(C(=O)NNC(=O)c2ccccc2-n2cccc2)cc1 | i | 0.8
O=C(CSc1ncnc2ccccc12)N1CCNC1=O | i | 1.2
O=C1CCC(C(=O)OC(C(=O)Nc2cc(Cl)cc(Cl)c2)c2ccccc2)=NN1 (stereo not given) | i | 0.2
CCc1nc2c(OCc3ccc(C(F)(F)F)cc3)cccn2c1N(C)C(=O)C(C)C | i | 1.6
CC(=NO)c1ccc2c(c1)Cc1cc([N+](=O)[O-])ccc1-2 | i | 1.1
O=C(c1ccc2noc(-c3ccccc3)c2c1)N1CCN(c2ccccc2)CC1 | i | 1.0
O=C(CCc1ccc(S(=O)(=O)N2CCOCC2)cc1)OCC(=O)c1ccc(Br)cc1 | i | 0.8
CCC1Nc2ncnc(N3CCCCC3)c2N(Cc2ccccc2)C1=O (stereo not given) | i | 2.0
COc1ccc(S(=O)(=O)N2CCOCC2)cc1NC(=O)c1cccc(-n2cccc2)c1 | i | 0.5
COc1ccc(OC)c(NC(=O)COC(=O)c2n[nH]c3ccccc23)c1 | i | 0.9
O=C([O-])c1ccccc1-[n+]1c(-c2ccccc2)cc(-c2ccccc2)cc1-c1ccccc1 | i | 1.3

Screening results as filed in PubChem BioAssay.
